PrPC TRFRET: inhibitors of human cell surface prion protein PrPC, primary screen, cell-based, TR-FRET; inhibition, % at 13.8 µM; hit rate 0.43% among 370,000; AID 720596, 2013; Major prion protein (Homo sapiens), P04156; TR-FRET read-out; in the data active means inhibition above about 24%; further: 0% = median of the test wells and 100% = reference compound wells
Mtb BioA inh: M. tuberculosis BioA enzyme inhibitors, primary screen, biochemical, plate reader, single point, HTS; 7,8-diaminopelargonic acid synthase BioA (Mycobacterium tuberculosis); purified M. tuberculosis BioA enzyme; inhibition, % at 9.99 µM; hit rate 0.096% among 360,000; AID 602481, 2012; in the data active means inhibition above about 40%; inconclusive means no clear call, values can overlap the other calls
FadD28 FP inh: inhibitors of FadD28 bisubstrate probe binding, primary screen, biochemical, fluorescence polarization, single point; inhibition, % at 12.5 µM; hit rate 0.22% among 360,000; in the data active means inhibition above about 8.5%, passing the limit was not always enough; inconclusive means no clear call, values can overlap the other calls
CCHFV vOTU inh: CCHFV vOTU protease inhibitors, primary screen, biochemical, Pep-AMC substrate, fluorescence; inhibition, % at 11.5 µM; AID 651958, 2012; hit rate 0.55% among 370,000; Crimean-Congo hemorrhagic fever virus L polyprotein viral ovarian tumor (vOTU) protease …; further: 0% = vehicle wells with enzyme and 100% = no enzyme wells
GDH-TPI counter: GDH-TPI coupling enzyme inhibitors, primary screen, artefact control for M. tuberculosis FBA inhibitor project, biochemical, absorbance, full deck | GDH-TPI coupled enzyme counterscreen, NADH absorbance | inhibition, % at 4.8 µM | hit rate 1.2% among 360,000 | AID 588335, 2011;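 further: 0% = DMSO wells and 100% = wells lacking the enzyme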
Mtb UGM inh: M. tuberculosis UGM enzyme inhibitors, primary screen, biochemical, fluorescence polarization, single point; UDP-galactopyranose mutase (Mycobacterium tuberculosis (strain ATCC 25618 / H37Rv)), …; purified UGM, fluorescence polarization probe displacement; inhibition, % at 10 µM; hit rate 0.06% among 320,000; AID 504406, 2011; in the data active means inhibition above about 10%, passing the limit was not always enough; inconclusive means no clear call, values can overlap the other calls
Target sequence (P9WIQ1 whole entry, looked up): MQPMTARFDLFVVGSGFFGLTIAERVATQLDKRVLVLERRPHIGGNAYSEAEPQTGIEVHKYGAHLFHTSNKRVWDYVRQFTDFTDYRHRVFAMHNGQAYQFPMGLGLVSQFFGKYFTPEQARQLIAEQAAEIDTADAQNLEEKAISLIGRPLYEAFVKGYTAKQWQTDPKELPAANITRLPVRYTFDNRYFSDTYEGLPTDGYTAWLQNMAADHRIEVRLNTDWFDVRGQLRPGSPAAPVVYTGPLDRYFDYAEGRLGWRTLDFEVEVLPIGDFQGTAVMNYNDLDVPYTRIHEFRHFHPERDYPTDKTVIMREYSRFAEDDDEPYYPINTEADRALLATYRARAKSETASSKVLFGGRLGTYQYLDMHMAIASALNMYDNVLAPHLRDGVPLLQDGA
FBA Mtb inh: Mtb FBA enzyme inhibitors, primary screen, biochemical, fluorescence, strain H37Rv; Fructose-bisphosphate aldolase (Mycobacterium tuberculosis (strain ATCC 25618 / H37Rv)), …; inhibition, % at 1 µM; AID 588726, 2011; purified M. tuberculosis FBA, fluorescence read-out; hit rate 2.3% among 360,000; in the data active means inhibition above about 27%;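 further: 0% = vehicle and 100% = reference inhibitor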
Target sequence (P9WQA3 whole entry, looked up): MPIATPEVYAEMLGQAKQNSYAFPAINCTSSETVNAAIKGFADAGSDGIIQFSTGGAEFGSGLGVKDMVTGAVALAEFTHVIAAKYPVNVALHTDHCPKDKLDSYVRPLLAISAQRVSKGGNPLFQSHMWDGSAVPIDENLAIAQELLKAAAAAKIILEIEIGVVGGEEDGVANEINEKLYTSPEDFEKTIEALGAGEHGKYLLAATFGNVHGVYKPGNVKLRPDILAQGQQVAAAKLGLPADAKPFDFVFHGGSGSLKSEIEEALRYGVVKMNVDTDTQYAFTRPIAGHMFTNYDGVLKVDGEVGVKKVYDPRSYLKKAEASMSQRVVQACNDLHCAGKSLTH
BoNT F protease: BoNT/F light chain protease inhibitors, primary screen, biochemical, flow cytometry, MLPCN library | Multiplex microsphere protease cleavage assay | Botulinum neurotoxin type F light chain protease (Clostridium botulinum) | AID 588497, 2011 | inhibition, % at 10 µM | hit rate 0.22% among 360,000; in the data active means inhibition above about 35%, passing the limit was not always enough; inconclusive means no clear call, values can overlap the other calls; further: plate controls were buffer without enzyme for full effect and enzyme alone for no effect
BoNT A protease: BoNT/A light chain protease inhibitors, primary screen, biochemical, flow cytometry, MLPCN library; Botulinum neurotoxin type A light chain protease (Clostridium botulinum A str. ATCC 3502); multiplex microsphere protease substrate cleavage; inhibition, % at 10 µM; hit rate 0.17% among 360,000; in the data active means inhibition above about 30%; inconclusive means no clear call, values can overlap the other calls; further: plate controls were buffer without enzyme for full effect and enzyme alone for no effect
* hit, by the source's call; ? = inconclusive; · = no result given. Unless noted, no stated cut-off is given here; in the data, active means inhibition above about 30%; inactive means the rest. The order is random; any-hit rate near 4.8%.

The opening 4 records, to show the layout:
SMILES	PrPC TRFRET	Mtb BioA inh	FadD28 FP inh	CCHFV vOTU inh	GDH-TPI counter	Mtb UGM inh	FBA Mtb inh	BoNT F protease	BoNT A protease
O=C(COC(=O)COc1ccc(Br)cc1)NNC(=O)c1ccccc1	-7	-1.5	0.0	-11	5	-1.5	5	13	6.5
CCNS(=O)(=O)c1ccc2nc(NC(=O)c3cccnc3)sc2c1	-3	1.4	0.6	1	70*	0.0	-1	22	16
Cc1ccc(NC(=O)CN2C(=O)N/C(=C/c3ccc(C)s3)C2=O)cc1	-3	-2.0	-2.3	-19	32*	-0.4	-1	-2	3.6
Cc1cccc(NC(=O)CC2NC3CCCCC3NC2=O)c1 (configuration not stated)	-4	2.3	-2.9	-2	0	-0.1	0	6	0.5

All compounds of this part, previewed entries included:
SMILES	PrPC TRFRET	Mtb BioA inh	FadD28 FP inh	CCHFV vOTU inh	GDH-TPI counter	Mtb UGM inh	FBA Mtb inh	BoNT F protease	BoNT A protease
O=C(COC(=O)COc1ccc(Br)cc1)NNC(=O)c1ccccc1	-7	-1.5	0.0	-11	5	-1.5	5	13	6.5
CCNS(=O)(=O)c1ccc2nc(NC(=O)c3cccnc3)sc2c1	-3	1.4	0.6	1	70*	0.0	-1	22	16
Cc1ccc(NC(=O)CN2C(=O)N/C(=C/c3ccc(C)s3)C2=O)cc1	-3	-2.0	-2.3	-19	32*	-0.4	-1	-2	3.6
Cc1cccc(NC(=O)CC2NC3CCCCC3NC2=O)c1 (configuration not stated)	-4	2.3	-2.9	-2	0	-0.1	0	6	0.5
COC(=O)CC1C(=O)NCCN1C(=O)Nc1cccc(Cl)c1 (configuration not stated)	-7	-5.2	-1.1	1	5	-3.9	-1	3	-0.2
O=C(c1noc2c1CCCC2)N1CCN(c2ccccc2)CC1	·	·	-3.4	·	1	1.2	0	-6	-0.1
COc1ccc(CNC2c3ccccc3-c3ccccc32)cc1OC	-9	2.1	-0.2	8	-2	0.9	-5	8	0.4
COc1ccccc1NCC(=O)N/N=C/C=C/c1ccccc1	13	·	-3.2	-5	14	-0.8	-1	-11	0.3
O=C(C1CCC(CNS(=O)(=O)c2cccs2)CC1)N1CCCCC1 (configuration not stated)	7	0.4	-0.1	17	3	2.8	-1	9	0.2
O=C(Nc1cccc([N+](=O)[O-])c1)c1ccc2c(c1)OCO2	2	-1.0	-2.8	-1	-4	-1.0	2	-8	-0.7
COc1cccc(C(=O)NNC(=O)c2ccccc2Br)c1	-5	-1.9	-2.0	-10	2	-0.8	2	0	-1.3
Cc1ccc(S(=O)(=O)N2CCN(C(=O)CCC(=O)NCCc3ccc(S(N)(=O)=O)cc3)CC2)c(C)c1	-3	·	2.7	-6	-1	0.8	2	3	0.6
O=C(COC(=O)CC1CC2CCC1C2)NCc1ccccc1 (configuration not stated)	5	-0.9	-4.5	-4	0	-3.1	-3	-2	0.1
CCOc1cc(NC(=O)C2CCCO2)c(OCC)cc1NC(=O)C1CC1 (configuration not stated)	-8	-1.1	-1.1	-3	5	-1.0	0	-2	0.4
COc1ccc(/C=C2\SC(=O)N(CCNC(=O)C3CSC4(C)CCC(=O)N34)C2=O)cc1 (configuration not stated)	-2	0.7	-1.0	8	24	-1.5	0	10	1.2
O=C(NCCCn1ccnc1)c1cc(-c2cccs2)on1	1	0.3	-2.5	-5	-19	2.0	1	-7	-0.1
C/C(=C\C(=O)c1ccccc1)Nc1ccc(Br)c(Cl)c1	7	·	-4.4	-11	-19	·	3	-5	-0.6
Cc1cc(/C=N/NC(=O)c2cccnc2)c(C)n1CC(C)C	-2	·	-3.7	5	7	-0.3	-5	8	0.1
Cc1ccc(COC(=O)c2nn(C)c(=O)c3ccccc23)cc1	10	·	-2.5	-4	-7	-3.1	3	-2	-0.4
O=C(CN1C(=O)C2C3c4ccccc4C(c4ccccc43)C2C1=O)Nc1ccccc1C(=O)O (configuration not stated)	2	2.3	-4.0	2	-3	1.5	5	3	-0.1
O=C(Nc1cc(Cl)cc(Cl)c1)N1CCN(C(=O)C2CCCO2)CC1 (configuration not stated)	-5	2.2	-4.0	-2	7	1.1	-1	-1	-0.2
NS(=O)(=O)c1ccc(CCNC(=O)Cc2ccc(Cl)cc2)cc1	-5	0.7	-0.4	-13	6	0.0	3	?	-0.5
COc1ccc(C/C(C)=N/NC(=S)Nc2ccc(C(C)C)cc2)cc1	5	-1.6	-2.9	9	-5	-1.2	-5	0	0.4
CCOC(=O)c1cc(-c2ccccc2C)n(Cc2cc(C)no2)n1	5	6.0	2.2	0	-4	-2.6	1	-7	-0.8
O=c1[nH]nc(CNc2ccc(OC(F)(F)F)cc2)c2ccccc12	-6	-0.3	-0.4	7	3	-4.9	0	3	-0.7
Cc1cc2nnc(SC3CCOC3=O)n2c2ccccc12 (configuration not stated)	-1	1.2	-3.5	6	5	0.8	4	-3	0.5
COc1ccc(C2/C(=C(/O)c3ccc(Br)cc3)C(=O)C(=O)N2C)cc1 (configuration not stated)	-13	-0.4	-2.3	13	13	1.3	-2	?	-0.6
CN(C)/C=C/C(=O)c1cc(F)cc(C(F)(F)F)c1	0	·	-0.2	-7	23	-3.8	1	-1	0.2
O=C(Cc1ccc(S(=O)(=O)N2CCCCC2)cc1)NCc1ccc(Cl)cc1	15	0.1	-1.8	15	4	0.8	5	-3	-1.7
CCCCCCN1C[C@H](n2cc(COC(=O)c3ccccc3)nn2)[C@@H](O)C[C@@H]1c1ccc(Cl)cc1	4	-2.9	-4.9	32*	-5	·	-3	0	0.5
CC(c1ccccc1)C1C(C#N)=C(N)OC2=C1C(=O)CC(C)(C)C2 (configuration not stated)	1	·	2.6	-4	6	4.4	6	0	-1.6
Cc1ccc(N2CCN(C(=S)Nc3ccccc3)CC2)cc1	2	·	-4.0	-9	-9	-4.0	-1	-6	-0.8
COc1cc(NC(=O)c2ccc(-c3c(C)noc3C)c3ccoc23)cc(OC)c1OC	2	-0.3	-3.9	12	25	·	-3	-9	-0.3
Cc1cc(OCC(=O)Nc2ccccc2N2CCCC2)ccc1C(C)C	-4	-7.2	-1.0	1	-8	2.0	-1	·	·
COc1ccc(-c2n[nH]c(C)c2-c2ccccc2OC)c(O)c1	5	·	-2.3	1	-1	-1.7	-3	-10	-3.3
O=C(Nc1cccc(Cl)c1)c1nc[nH]c1C(=O)NCCCCNC(=O)c1[nH]cnc1C(=O)Nc1cccc(Cl)c1	2	-0.3	-3.3	-2	-10	-4.1	-2	-5	-0.2
O=C1Nc2ccccc2C(=O)N2CCCCC12 (configuration not stated)	-3	-0.6	-3.9	-11	-1	1.8	1	2	-0.2
O=C(O)c1cccc(CSc2nnc(-c3ccco3)o2)c1	-2	0.5	-0.6	-8	8	0.0	7	-3	-0.1
CCc1ccc(NC(=O)C(C)Oc2nnc(-c3cccs3)c(-c3cccs3)n2)cc1 (configuration not stated)	-3	-1.6	-2.0	9	7	0.9	-3	10	15
COc1ccc(C2c3c(oc4ccccc4c3=O)C(=O)N2c2ccc(C)cn2)cc1OC (configuration not stated)	2	-2.1	-0.1	0	8	-0.8	0	-6	0.0
COc1ccc(S(=O)(=O)N2CCN(C(=O)N3CCOCC3)C2C)cc1 (configuration not stated)	1	0.7	-1.4	19	8	3.8	-1	-16	-2.4
CCc1nc2ccccc2n1CC(O)COCC1CC=CCC1 (configuration not stated)	1	·	0.3	0	-1	4.4	2	0	-0.6
O=C1CN(C(=O)COC(=O)/C=C/c2ccco2)c2ccccc2N1	-6	·	-0.5	11	6	1.5	-2	1	-0.8
C=CCn1c(COc2ccc(CC)cc2)nnc1SCC(=O)N(C)C1CCS(=O)(=O)C1 (configuration not stated)	-6	0.3	-0.2	6	3	3.1	2	4	0.2
COc1ccc(OC)c(NC(=O)C2CCN(c3nc(C)cc(C)n3)CC2)c1	-3	·	-0.3	-8	6	0.9	1	0	-2.2

Pulled one by one from the list above, 4 records:
SMILES	PrPC TRFRET	Mtb BioA inh	FadD28 FP inh	CCHFV vOTU inh	GDH-TPI counter	Mtb UGM inh	FBA Mtb inh	BoNT F protease	BoNT A protease
O=C(O)c1cccc(CSc2nnc(-c3ccco3)o2)c1	-2	0.5	-0.6	-8	8	0.0	7	-3	-0.1
COc1ccc(-c2n[nH]c(C)c2-c2ccccc2OC)c(O)c1	5	·	-2.3	1	-1	-1.7	-3	-10	-3.3
COc1cc(NC(=O)c2ccc(-c3c(C)noc3C)c3ccoc23)cc(OC)c1OC	2	-0.3	-3.9	12	25	·	-3	-9	-0.3
COc1ccc(OC)c(NC(=O)C2CCN(c3nc(C)cc(C)n3)CC2)c1	-3	·	-0.3	-8	6	0.9	1	0	-2.2

Whole records as entered above. Order of values: PrPC TRFRET, Mtb BioA inh, FadD28 FP inh, CCHFV vOTU inh, GDH-TPI counter, Mtb UGM inh, FBA Mtb inh, BoNT F protease, BoNT A protease
Results for CCc1nc2ccccc2n1CC(O)COCC1CC=CCC1 (configuration not stated) = 1, ·, 0.3, 0, -1, 4.4, 2, 0, -0.6
Results for O=C(O)c1cccc(CSc2nnc(-c3ccco3)o2)c1 = -2, 0.5, -0.6, -8, 8, 0.0, 7, -3, -0.1

Carrying on.
SMILES	PrPC TRFRET	Mtb BioA inh	FadD28 FP inh	CCHFV vOTU inh	GDH-TPI counter	Mtb UGM inh	FBA Mtb inh	BoNT F protease	BoNT A protease
N#Cc1c2n(c3c(=O)n(Cc4ccc(Cl)cc4)cnc13)CCCC2	0	3.2	-4.8	0	-7	-0.3	5	-10	-0.1
COc1cccc(NC(=O)Nc2nc(SC(C)(C)C)ns2)c1	9	4.9	21*	14	4	0.6	-2	3	-4.6
COc1ccc(CNC(=O)Cc2c(C(=O)O)[nH]c3ccccc23)cc1	-4	-1.6	-3.6	8	5	2.4	3	3	1.6
CC(NC(=O)c1ccco1)C(c1cccs1)N1CCOCC1 (configuration not stated)	0	-0.8	1.3	-5	-2	0.8	1	4	0.4
O=C1CC(c2ccc(Cl)cc2)c2c(O)cc(O)cc2O1 (configuration not stated)	7	1.0	3.0	3	8	-2.4	0	-1	0.8
COc1cc2c(cc1OC)CN(C(=O)COc1ccc(C#N)cc1)CC2	1	2.1	-1.6	9	10	0.9	3	-10	0.8
O=C(O)CCC(=O)NNC(=O)c1ccc(-c2ccccc2)cc1	-3	-2.3	2.2	-11	2	2.0	3	-6	-0.1
CCOC(=O)c1ccc(Oc2cc(C)nc(SC)n2)cc1	8	·	0.3	3	-3	-1.3	2	-6	?
CNC(=O)c1ccc(-c2ccc(Cl)c(Cl)c2)s1	3	·	-5.3	-8	8	1.4	5	17	1.1
Cc1ccc(C(=O)NCC(=O)NC2CCCC2)cc1	5	-0.8	0.9	7	16	2.3	1	-4	-0.9
COc1cc(C(=O)OCC(=O)N2CCCCCC2)c([N+](=O)[O-])cc1OC	1	0.3	-2.7	-4	-3	1.3	-2	-15	-7.7
CCC(C)NC(=O)Cn1cnc2sc(C)c(S(=O)(=O)N3CCCCC3)c2c1=O (configuration not stated)	2	1.4	0.8	-4	-2	-2.5	2	8	2.0

From PubChem
